Hsp90 Hop PPI = changes Hsp90-Hop TPR2A binding signal, up or down; 71,000 tested, 0.44% active; AID 595; Potency, µM (series often up to 57 µM), for the others: at the top dose activity change, negative = inhibition; AlphaScreen TPR2A-His6 binding biotin-Hsp90 C-terminal peptide; active = well fitted curve in either direction with a large enough effect; inconclusive = small, poorly fitted or top-dose-only effect, or another doubt; note: potency is the fitted concentration of half-maximal effect; % is set by controls: 0 for no effect and ±100 for the full control effect; many of its hits are not listed in these tables
CRE-bla Fsk = alters forskolin-stimulated CRE reporter signaling in CHO cells | CHO CRE-bla reporter (cAMP response element driving beta-lactamase), forskolin EC10, beta-lactamase ratio | Potency, µM (top dose mostly 38.2 µM), for inactives: at the top dose activity change, negative = inhibition, most hits filed as activators | 71,000 tested, 2.5% active | AID 662; active = well fitted activation curve with a large enough effect in the signal ratio, with a control signal flat, not every such curve was filed as active; inconclusive = small, poorly fitted or top-dose-only effect, or effect the other way, or a change in a side signal; the % refers to the signal ratio; note: potency is the fitted concentration of half-maximal effect; % of control where 0% means no effect
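Reporter-gene assay: CHO cells with beta-lactamase behind cAMP responsive elements, co-treated with compound and EC10 NKH 477 for 3 hours at 37 degrees Celsius. Activity came from the 460/530 nm CCF4 emission ratio.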
ERK AVP block = inhibitors of vasopressin-stimulated ERK signaling pathway; HEK293-V1b, vasopressin-stimulated pERK AlphaScreen; AID 995; Potency, µM (series often up to 57.5 µM), for inactives: at the highest dose activity, negative = inhibition, most hits filed as inhibitors; 72,000 tested, 0.99% active; note: potency is the fitted concentration of half-maximal effect; % is set by controls: 0 for no effect and ±100 for the full control effect; nearly all actives have a fitted effect of over 55% in size
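HEK293 cells stably expressing V1b receptor, seeded overnight in 1% FBS, were treated with compounds for 30 min at 37C, then stimulated 5 min with 25 nM vasopressin; phospho-ERK read by AlphaScreen SureFire after lysis.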
Rhodamine autofl = compound autofluorescence in rhodamine spectral region. Rhodamine-region fluorescence, 547/598 nm, Tris buffer; hits give high values. max dye-equivalent concentration, M. 59,000 tested, 0.05% active; in the data active = max dye-equivalent concentration above about 11 nM; inconclusive = between about 1.1 nM and that limit
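Intrinsic compound fluorescence, ex 547 / em 598 nm, CCD imager. Tris 100 mM pH 8.0; 15 min RT. Output = rhodamine dye-equivalent concentration at each compound concentration.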
DNA Pol III inh = DNA polymerase III holoenzyme inhibition; Potency, µM (top dose mostly 57.1 µM), without a hit: at the highest dose activity change, negative = inhibition; reconstituted DNA polymerase III holoenzyme replication, biochemical; 71,000 tested, 0.25% active; note: potency is the fitted concentration of half-maximal effect; % is set by controls: 0 for no effect and ±100 for the full control effect
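Reconstituted *E. coli* holoenzyme (0.35 nM Pol III, 1 nM beta, 154 nM SSB, 2 nM primase) was preincubated with compound for 15 min at RT. Synthesis on 1.4 nM ssM13Gori ran 35 min, then was stopped with PicoGreen/EDTA and read as dsDNA fluorescence.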
HADH2 inhib = HADH2 (human) dehydrogenase inhibition | Q99714 | recombinant HADH2, NADH fluorescence, beta-hydroxybutyryl-CoA | Potency, µM (highest dose often 57.1 µM), for inactives: at the highest dose activity change, negative = inhibition, hits mostly inhibitors | 73,000 tested, 3.4% active | AID 886; note: potency is the fitted concentration of half-maximal effect; % is set by controls: 0 for no effect and ±100 for the full control effect; nearly all actives have a fitted effect of over 60% in size; many of its hits are not listed in these tables
Target sequence (Q99714 whole entry, looked up, one chain of several): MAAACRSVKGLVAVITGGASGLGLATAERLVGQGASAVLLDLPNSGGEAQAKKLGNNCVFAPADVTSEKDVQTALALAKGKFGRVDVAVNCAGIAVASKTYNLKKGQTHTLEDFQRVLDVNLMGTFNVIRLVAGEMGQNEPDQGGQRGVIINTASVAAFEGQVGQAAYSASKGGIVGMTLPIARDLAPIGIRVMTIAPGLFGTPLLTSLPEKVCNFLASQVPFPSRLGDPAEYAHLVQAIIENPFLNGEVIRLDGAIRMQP
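20 nM HADH2 + cpd, 15 min RT; add 1 mM NAD+/90 uM beta-hydroxybutyryl-CoA; kinetic fluorescence 360/450 nm, 4 min. Tris-HCl pH 9.0, 0.01% Tween-20.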
Tau fil binding = tau filament binding; recombinant tau filaments, thioflavin S fluorescence, 15 h; filaments grown with octadecylsulfate alongside compound; Potency, µM (titrated, usually from 57.1 µM), for inactives: at the highest dose activity change, negative = inhibition; P10636; AID 596; 71,000 tested, 2% active;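 note: potency is the fitted concentration of half-maximal effect; % is set by controls: 0 for no effect and ±100 for the full control effect; actives lower thioflavin S fluorescence by blocking filaments or displacing dye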
Target sequence (P10636 whole entry, looked up): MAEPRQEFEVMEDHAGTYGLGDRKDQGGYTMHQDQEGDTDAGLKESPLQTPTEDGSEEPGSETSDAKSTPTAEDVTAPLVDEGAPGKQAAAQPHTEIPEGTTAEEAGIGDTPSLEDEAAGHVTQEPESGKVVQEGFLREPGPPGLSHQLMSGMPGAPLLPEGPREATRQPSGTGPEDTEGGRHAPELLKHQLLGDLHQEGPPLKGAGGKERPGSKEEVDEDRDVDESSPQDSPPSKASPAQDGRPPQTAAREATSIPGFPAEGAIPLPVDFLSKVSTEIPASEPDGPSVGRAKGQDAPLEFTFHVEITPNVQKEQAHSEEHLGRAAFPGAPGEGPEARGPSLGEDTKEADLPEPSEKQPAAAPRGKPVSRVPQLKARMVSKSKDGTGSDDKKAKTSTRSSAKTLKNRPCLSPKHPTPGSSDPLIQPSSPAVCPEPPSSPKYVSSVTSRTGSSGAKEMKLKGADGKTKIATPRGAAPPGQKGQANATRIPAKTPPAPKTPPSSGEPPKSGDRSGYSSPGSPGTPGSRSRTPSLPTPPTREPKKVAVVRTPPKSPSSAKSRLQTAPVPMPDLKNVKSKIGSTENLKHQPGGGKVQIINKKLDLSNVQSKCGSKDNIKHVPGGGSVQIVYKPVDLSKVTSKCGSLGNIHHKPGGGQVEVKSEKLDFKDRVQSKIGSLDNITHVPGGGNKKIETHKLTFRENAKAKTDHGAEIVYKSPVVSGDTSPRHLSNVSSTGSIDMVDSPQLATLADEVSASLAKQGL
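Tau 2 uM in ThS buffer dispensed; compound added; 60 uM ODS added (finals 1 uM tau, 30 uM ODS); 15 h 37 C; fluor ex450/em510.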
HBB splicing = alters splicing of the hemoglobin beta chain; HBB splicing reporter cell assay, activation; EGFP reporter with mutant IVS2-654 intron; response scale: normalised to 500 nM splice-correcting PNA; Potency, µM (series often up to 46.1 µM), without a hit: at the highest dose activation, most hits filed as activators; 65,000 tested, 0.06% active; AID 925; note: potency is the fitted concentration of half-maximal effect; 0% is about no effect
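HeLa cells stably expressing EGFP interrupted by mutant beta-globin intron 2 (IVS2-654), 500/well in 2% FCS. Treated with compound for 2 days at 37C. Splicing correction scored as total well GFP intensity (488 nm excitation, 500-520 nm emission); 500 nM antisense PNA served as control.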
FLuc inh = blocks Photinus pyralis firefly luciferase activity. P08659. purified firefly luciferase, luminescence, 8 min. Potency, µM (doses to about 57.1 µM), inactives show at the highest dose activity change, negative = inhibition, usual class: inhibitors. 72,000 tested, 2.2% active. AID 411; note: potency is the fitted concentration of half-maximal effect; % is set by controls: 0 for no effect and ±100 for the full control effect; nearly all actives have a fitted effect of over 40% in size
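Titration-based qHTS; buffer 50 mM imidazole pH 7.2, 50 mM KCl, 7 mM MgCl2, 10 uM ATP, 0.01% Tween 20, 0.05% BSA; luciferase/luciferin detector mix added after compound; 8 min, ambient; luminescence.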
15-hLO inh = 15-hLO (ALOX15) enzyme inhibition | 74,000 tested, 1.4% active | purified 15hLO-1, xylenol orange hydroperoxide absorbance | Potency, µM (doses to about 57.1 µM), for the others: at the top dose activity change, negative = inhibition, hits mostly inhibitors; note: potency is the fitted concentration of half-maximal effect; % is set by controls: 0 for no effect and ±100 for the full control effect; nearly all actives have a fitted effect of over 55% in size
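Inhibition is scored from a chromogenic endpoint. After 15 min enzyme-compound contact, arachidonic acid (50 uM final) reacts 6 min with 40 nM 15hLO-1 at room temperature, then Fe-XO reagent is added for 30 min and absorbance ratio recorded.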
TexasRed autofl = compound fluoresces in the Texas Red spectral region; Compound fluorescence, Texas Red channel, 547/618 nm; hits give high values; max dye-equivalent concentration, M; 59,000 tested, 0.06% active; AID 587; in the data active = max dye-equivalent concentration above about 10 nM; inconclusive = between about 1.1 nM and that limit
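Compound titrations in 100 mM Tris pH 8.0 were incubated 15 min at room temperature and read at 547 nm excitation / 618 nm emission. Texas Red six-point standard curve on each plate converted fluorescence to dye-equivalent concentration.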
The depositor's hits bear a star; i = inactive; ? = inconclusive; / = not tested or not shown; [ ] = dose if it differs, or a comment. Unless noted, calls come from the whole dose curve; as a rule, active = well fitted curve in the direction sought with a large enough effect; inconclusive = small, poorly fitted or top-dose-only effect, or another doubt; inactive = no such curve, though single readings can be large; an effect the other way counts as inactive or inconclusive.

SMILES	Hsp90 Hop PPI	CRE-bla Fsk	ERK AVP block	Rhodamine autofl	DNA Pol III inh	HADH2 inhib	Tau fil binding	HBB splicing	FLuc inh	15-hLO inh	TexasRed autofl
Cn1c(=O)c2[nH]c(CCC(=O)O)nc2n(C)c1=O	-2%[11 µM]	14%[7.6 µM]	-5%[11.5 µM]	i	-3%[11.4 µM]	5%[11.4 µM]	7%[11.4 µM]	3.9%[9.22 µM]	3%[11.4 µM]	-6%[11.4 µM]	i
COc1ccc(CNc2oc(-c3ccccc3)nc2C#N)cc1	-6%[2.3 µM]	?	32µM*	/	-10%	70%[activator]	-3%	-1.9%	3%	-9%	/
COc1ccc(-c2[nH]nc3c2C(c2ccncc2)C(C#N)=C(N)O3)cc1 (stereo not given)	-5%	-3%	-28%	i	-4%	-19%	3%	/	2%	?	?
Cc1nccn1S(=O)(=O)c1ccc(Br)cc1Br	-1%	?	12%	i	-4%	4%	-13%	1.1%	1%	-9%	i
CC1=C(C(=O)OCC2CCCO2)C(c2ccc(C)o2)C2=C(CC(c3ccc(F)cc3)CC2=O)N1 (stereo not given)	-6%	3%	-18%	i	-1%	6%	3%	0.5%	-3%	3%	i
Nc1nnc(-c2cn(-c3ccccc3)nc2-c2ccccc2)o1	0%	14%	-6%	i	0%	?	22%	-2.3%	-11%	-2%	i
CSc1nc(NC(C)(C)C)nc(N2CCOCC2)n1	2%	13µM*	-16%	i	-6%	-7%	-8%	-1.0%	-1%	-4%	i
COC(=O)c1c(C)nn(-c2ccccc2)c1N	0%	29%	-4%	/	-1%	-8%	-11%	-0.9%	-5%	5%	/
CCN1C(=O)[C@H]2[C@H]3[C@H](O)[C@H](O)C/C(=N/OC[C@@H](C)[C@H](OCc4ccccc4)C(C)C)[C@@H]3CC[C@@H]2C1=O	/	/	-10%[11.5 µM]	/	/	6%[11.4 µM]	/	0.8%[9.22 µM]	0%[11.4 µM]	10%[11.4 µM]	/
O=C1CCCC=C1[C@@H](O)C1CCCCC1	/	/	-6%[11.5 µM]	/	/	-9%[11.4 µM]	/	1.1%[9.22 µM]	1%[11.4 µM]	0%[11.4 µM]	/
O=C(c1cc2ncc(Br)cn2n1)N1CCN(C(=O)c2ccco2)CC1	-1%	5%	-8%	i	25µM*	-8%	10%	-2.3%	1%	-10%	?
O=C(CN1C(=O)COc2ccccc21)N1CCCc2ccccc21	-1%	-9%	-9%	i	-6%	8%	-1%	-0.2%[57.5 µM]	-2%	10%	i

Copied from the list.
For ERK AVP block, Cn1c(=O)c2[nH]c(CCC(=O)O)nc2n(C)c1=O has -5%[11.5 µM]
For ERK AVP block, CCN1C(=O)[C@H]2[C@H]3[C@H](O)[C@H](O)C/C(=N/OC[C@@H](C)[C@H](OCc4ccccc4)C(C)C)[C@@H]3CC[C@@H]2C1=O has -10%[11.5 µM]

More results
SMILES	Hsp90 Hop PPI	CRE-bla Fsk	ERK AVP block	Rhodamine autofl	DNA Pol III inh	HADH2 inhib	Tau fil binding	HBB splicing	FLuc inh	15-hLO inh	TexasRed autofl
CCC(=O)N1c2ccccc2NC2=C(C(=O)CCC2)C1c1cccnc1 (stereo not given)	-3%	-5%	6%	i	-1%	1%	52%	-2.6%	3%	-24%	i
O=C(Nc1c(F)cc(F)cc1Br)C1CCCO1 (stereo not given)	-5%	-5%	7%	i	-2%	-1%	3%	1.9%	0%	5%	i
O=C(NCCc1c[nH]c2ccccc12)c1ccc(-n2cnnn2)cc1	-3%	-7%	-14%	i	-4%	11%	-24%	-0.1%[57.5 µM]	0%	-1%	i
Nc1nc(NC(=O)c2ccco2)nn1-c1ccccc1	-11%[11 µM]	6%[7.6 µM]	-20%	/	-3%[11.4 µM]	-4%[11.4 µM]	0%[11.4 µM]	-0.4%[0.0738 µM]	-5%	7%[11.4 µM]	/
CCOC(=O)Nc1ccc2c(c1)N(C(=O)CCN1CCOCC1)c1ccccc1S2=O (stereo not given)	-3%	?	2%	i	2%	-4%	14%	5.7%	0%	-6%	i
CN(C1CCCCC1)S(=O)(=O)c1ccc(NC(=O)c2ccc(Br)o2)cc1	-8%	19%	0%	i	8%	?	-4%	-1.6%	-1%	?	i
CCCCCOC(=O)CSc1nnc(-c2ccccc2)c(=O)[nH]1	3%	?	6%	i	3%	0%	-6%	0.0%	4%	6%	i
COc1ccc(CCNC(=O)c2cc3c(=O)n4cccc(C)c4nc3n(Cc3ccncc3)c2=N)cc1	0%	?	-1%	i	2%	9%	3.2µM*	-1.7%[1.84 µM]	0%	-2%	?
CCOc1cc(S(=O)(=O)NCc2cccs2)ccc1Cl	3%	12%	?	i	0%	-4%	-10%	-0.9%	2%	-13%	i
c1ccc(CCn2nnnc2CN2CCCc3ccccc32)cc1	-2%	-10%	6%[11.5 µM]	i	3%	-6%	-2%	/	-6%	-11%	i
CCOc1ccc2[nH]c(=O)c(CN(Cc3nnnn3Cc3ccco3)C3CCCCC3)cc2c1	-14%	-16%	6%	i	-14%	15%	-2%	-0.1%[57.5 µM]	-2%	3.2µM*	i
CCOC(=O)COc1ccc(S(=O)(=O)N2CCN(C(=O)OCC)CC2)cc1	-1%	-1%	-18%	i	-2%	14%	8%	0.1%	2%	-2%	i
O=C(COC(=O)CCNS(=O)(=O)c1ccc2c(c1)OCCO2)NC1CCCc2ccccc21 (stereo not given)	0%	?	0%	i	-2%	-4%	0%	-1.7%	1%	2%	?
COc1ccc(-c2nn(C)c(=O)c3ccccc23)cc1NC(=O)Cn1nc(C)c2ccccc2c1=O	-8%	?	?	i	2%	-26%	i	0.8%	2%	-7%	i
Cc1ccccc1-c1nc(NC2CCNCC2)c2ccccc2n1	-5%	-5%	14%	i	-6%	?	-11%	-0.1%	3%[2.29 µM]	-29%	i
CCOC(=O)c1ccc(Nc2cc(C)nc(N3CCOCC3)n2)cc1	-5%	?	-28%	i	-4%	-1%	78%	6.2%[0.369 µM]	0%	?	i
O=C(COC(=O)c1ccccn1)Nc1cccc(Cl)c1Cl	-15%	-6%	-14%	i	-8%	14%	-9%	/	-2%	0%	i
O=C(COC(=O)CCCNC(=O)c1ccc(Cl)cc1)NC1CC1	-1%	-6%	15%	i	2%	7%	-3%	6.1%	-7%	7%	i
COc1ccccc1C(=O)Nn1cnc2ccccc2c1=O	-2%	0%	5%	i	3%	2%	-6%	-0.3%	-1%	10%	i
O=C(CSc1nnc(-c2cccc(S(=O)(=O)N3CCCCC3)c2)o1)NCCC1=CCCCC1	1%	-13%	3%	i	-3%	1%	16%	4.0%[57.5 µM]	0%	-7%	i
COC(=O)[C@@]1(Cc2ccc(F)cc2)[C@H]2c3cc(C(=O)N(C)C)n(CC4CC4)c3C[C@H]2CN1C(=O)c1ccccc1	-6%	-17%	10%	/	-5%	2%	9%	-0.8%	/	/	/
COCCN1C(=O)C(=O)/C(=C(/O)c2cccc(OC)c2)C1c1ccco1 (stereo not given)	-3%	2%	-3%	i	-12%	0%	-8%	/	-2%	10%	i
Cc1nnc(SCCn2c(Br)nc3c2c(=O)n(C)c(=O)n3C)s1	-7%	8%	12%	i	-12%	7%	4%	1.0%[0.369 µM]	-1%	8%	?
COc1ccc(N(CC(=O)Nc2nccs2)S(=O)(=O)c2c(C)nn(C)c2C)cc1	-3%	-21%	-17%	/	-5%	2%	7%	-0.2%	2%	4%	/
Cc1cc(NC(=O)c2c(-c3ccccc3Cl)noc2C)no1	-4%	-8%	5%	i	-2%	-8%	-2%	-0.1%[57.5 µM]	3%	3%	i
CCOc1nc(NCc2ccco2)nc(Nc2ccc(OC)cc2)n1	-7%	12%	?	i	0%	-5%	15%	1.0%	-6%	-10%	i
CCCc1[nH]nc2c1C(c1ccncc1)C(C#N)=C(N)O2 (stereo not given)	2%	?	-17%	i	-1%	-13%	0%	-3.2%	0%	-17%	?
CCCC(=O)NCc1nc2ccccc2n1C	-5%	-19%	-19%	i	3%	-2%	6%	1.7%	0%	4%	i
Cn1c(=O)c2c(nc(NCc3cccnc3)n2Cc2cccc(C(F)(F)F)c2)n(C)c1=O	-6%	9%	-12%	i	0%	19%	-14%	-0.2%	3%	-2%	i
NS(=O)(=O)c1nc(S(=O)(=O)O)c2[nH]cnc2n1	-3%[11 µM]	1%[7.6 µM]	-6%[11.5 µM]	i	-6%[11.4 µM]	?	-1%[11.4 µM]	1.2%[9.22 µM]	-1%[11.4 µM]	-12%[11.4 µM]	i

These rows are one share of the data; the hit share may differ from the screen's.
